# Bioassay records from PubChem.
# mHTT CaM bind: mutant huntingtin-calmodulin interaction inhibitors – biochemical, AlphaScreen, primary screen | P42858 | AlphaScreen His-mHTT/GST-CaM binding, luminescence | inhibition, % at 15 µM | 190,000 compounds, 3.6% hits | AID 1671202, 2021;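 note: 0% = both proteins with DMSO and 100% = one protein alone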
# Target sequence (P42858 whole entry, looked up, stated change not applied): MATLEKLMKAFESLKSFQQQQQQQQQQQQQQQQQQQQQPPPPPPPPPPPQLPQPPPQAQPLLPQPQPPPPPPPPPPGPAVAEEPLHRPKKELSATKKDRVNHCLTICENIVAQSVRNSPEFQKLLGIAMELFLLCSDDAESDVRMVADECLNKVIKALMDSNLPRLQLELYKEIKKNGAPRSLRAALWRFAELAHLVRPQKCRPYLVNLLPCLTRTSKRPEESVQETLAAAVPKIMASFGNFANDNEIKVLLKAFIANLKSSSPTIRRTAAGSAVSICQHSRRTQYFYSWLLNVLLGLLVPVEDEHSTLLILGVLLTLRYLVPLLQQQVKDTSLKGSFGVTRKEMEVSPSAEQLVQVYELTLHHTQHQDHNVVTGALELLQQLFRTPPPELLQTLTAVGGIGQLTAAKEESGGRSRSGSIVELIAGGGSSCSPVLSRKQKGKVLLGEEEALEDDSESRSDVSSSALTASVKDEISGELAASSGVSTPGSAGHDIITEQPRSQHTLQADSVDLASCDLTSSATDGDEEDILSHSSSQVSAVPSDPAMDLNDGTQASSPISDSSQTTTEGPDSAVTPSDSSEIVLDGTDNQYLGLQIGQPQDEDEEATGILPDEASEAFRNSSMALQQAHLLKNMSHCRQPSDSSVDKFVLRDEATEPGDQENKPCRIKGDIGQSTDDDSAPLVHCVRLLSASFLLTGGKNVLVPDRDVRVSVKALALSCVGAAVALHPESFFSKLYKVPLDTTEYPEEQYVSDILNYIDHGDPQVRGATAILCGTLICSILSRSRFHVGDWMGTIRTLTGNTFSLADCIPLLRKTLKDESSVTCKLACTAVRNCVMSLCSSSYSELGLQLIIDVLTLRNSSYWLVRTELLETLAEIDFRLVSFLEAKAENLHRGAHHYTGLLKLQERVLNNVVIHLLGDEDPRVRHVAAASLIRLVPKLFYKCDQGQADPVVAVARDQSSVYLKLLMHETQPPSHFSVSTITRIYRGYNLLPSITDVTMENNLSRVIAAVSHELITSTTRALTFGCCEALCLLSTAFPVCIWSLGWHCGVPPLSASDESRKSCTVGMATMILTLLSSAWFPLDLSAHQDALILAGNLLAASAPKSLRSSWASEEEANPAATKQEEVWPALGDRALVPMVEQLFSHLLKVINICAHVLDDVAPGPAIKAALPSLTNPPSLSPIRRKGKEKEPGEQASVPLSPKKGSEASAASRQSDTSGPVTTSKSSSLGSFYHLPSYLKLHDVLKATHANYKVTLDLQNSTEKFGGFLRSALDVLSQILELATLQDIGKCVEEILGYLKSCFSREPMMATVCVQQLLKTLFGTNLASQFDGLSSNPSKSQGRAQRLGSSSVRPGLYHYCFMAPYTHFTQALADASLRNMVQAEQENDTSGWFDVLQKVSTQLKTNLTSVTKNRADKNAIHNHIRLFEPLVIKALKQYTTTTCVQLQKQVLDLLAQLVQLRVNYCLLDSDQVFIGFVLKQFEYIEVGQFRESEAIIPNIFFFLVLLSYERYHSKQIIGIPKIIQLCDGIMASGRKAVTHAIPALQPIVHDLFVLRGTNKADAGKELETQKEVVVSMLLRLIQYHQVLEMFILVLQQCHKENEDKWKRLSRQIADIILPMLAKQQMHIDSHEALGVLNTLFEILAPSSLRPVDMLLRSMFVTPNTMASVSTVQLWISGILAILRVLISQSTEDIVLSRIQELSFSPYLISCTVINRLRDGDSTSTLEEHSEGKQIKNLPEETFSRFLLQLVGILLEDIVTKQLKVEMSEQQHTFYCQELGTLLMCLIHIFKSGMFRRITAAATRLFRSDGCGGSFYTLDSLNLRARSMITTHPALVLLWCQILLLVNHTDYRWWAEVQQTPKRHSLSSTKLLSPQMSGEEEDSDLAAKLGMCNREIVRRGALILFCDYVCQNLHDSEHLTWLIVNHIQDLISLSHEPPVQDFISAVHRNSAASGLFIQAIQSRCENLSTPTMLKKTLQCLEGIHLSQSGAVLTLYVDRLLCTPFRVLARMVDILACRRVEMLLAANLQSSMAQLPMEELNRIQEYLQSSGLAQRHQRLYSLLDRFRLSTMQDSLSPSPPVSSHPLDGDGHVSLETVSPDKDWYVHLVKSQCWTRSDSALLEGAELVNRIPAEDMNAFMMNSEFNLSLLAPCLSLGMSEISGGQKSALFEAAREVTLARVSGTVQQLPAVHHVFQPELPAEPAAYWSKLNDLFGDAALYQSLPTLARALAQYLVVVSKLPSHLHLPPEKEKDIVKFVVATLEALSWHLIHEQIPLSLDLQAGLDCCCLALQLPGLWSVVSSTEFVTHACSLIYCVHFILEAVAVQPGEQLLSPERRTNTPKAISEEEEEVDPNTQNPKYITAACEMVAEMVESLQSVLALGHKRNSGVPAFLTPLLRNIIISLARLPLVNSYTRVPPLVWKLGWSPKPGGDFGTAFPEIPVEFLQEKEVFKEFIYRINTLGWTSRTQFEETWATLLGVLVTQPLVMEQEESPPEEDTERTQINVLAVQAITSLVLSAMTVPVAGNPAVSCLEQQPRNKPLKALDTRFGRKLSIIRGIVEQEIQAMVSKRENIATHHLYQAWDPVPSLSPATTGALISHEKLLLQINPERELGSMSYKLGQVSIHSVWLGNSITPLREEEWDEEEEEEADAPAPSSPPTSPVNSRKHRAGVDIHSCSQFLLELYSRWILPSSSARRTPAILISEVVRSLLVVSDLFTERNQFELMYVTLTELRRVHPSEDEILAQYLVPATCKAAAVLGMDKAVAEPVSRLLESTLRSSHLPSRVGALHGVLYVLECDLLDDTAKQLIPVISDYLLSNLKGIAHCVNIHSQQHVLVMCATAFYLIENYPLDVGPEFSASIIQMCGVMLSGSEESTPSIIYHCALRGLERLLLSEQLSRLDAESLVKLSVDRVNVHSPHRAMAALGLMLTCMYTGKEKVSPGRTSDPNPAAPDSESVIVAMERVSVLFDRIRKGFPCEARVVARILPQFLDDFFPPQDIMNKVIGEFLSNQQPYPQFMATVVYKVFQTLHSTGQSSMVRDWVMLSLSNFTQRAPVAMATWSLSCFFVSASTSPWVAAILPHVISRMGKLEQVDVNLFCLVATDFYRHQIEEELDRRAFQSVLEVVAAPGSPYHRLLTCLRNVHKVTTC
# Pf apPOL inh: Pf-apPOL inhibitors, biochemical, fluorescence | 210,000 compounds, 0.25% hits | AID 1794808, 2022 | inhibition, % at 10 µM | Recombinant Pf-apPOL, molecular beacon fluorescence, 1.5 h | Plasmodium falciparum apicoplast DNA polymerase (apPOL)
# Numbers without * were called inactive; i = inactive; nt = no result given; & = joins results of further samples. Cut-off read from the data, not from the text of the source: active = inhibition above about 50%; inactive = the rest.
canonical_smiles | Pf apPOL inh | mHTT CaM bind
CCC(=O)Nc1cccc(NC(=O)COc2cc(C)cc(C)c2)c1 | 1.1 | 2.6
CNC(C)C#Cc1c(-c2cc(OC)c(OC)c(OC)c2)noc1C (stereo not given) | 1.3 | 14.5
O=C(CCN1C(=O)c2ccccc2C1=O)Nc1cccc([N+](=O)[O-])c1 | 6.4 | -3.9
O=[N+]([O-])c1ccc(N=Cc2cc3c(cc2[N+](=O)[O-])OCO3)cc1 | -6.1 | 2.0
COc1ccccc1C(=O)Oc1ccc2c(=O)c(-c3ccccc3OC)coc2c1 | -2.4 | 1.1
O=C(C1CCCN(c2nnc3ccccn23)C1)N1CCOCC1 (stereo not given) | -3.0 | -3.6
CC(C)C(=O)N1CCN(c2nc3c(s2)CC(C(=O)NCc2cccc(F)c2)CC3)CC1 (stereo not given) | 4.7 | 5.6
CCOc1ccc(CN2CCCC2c2cc(C(C)C)no2)cc1OC (stereo not given) | -2.6 | 0.4
CCCn1c(C2CCN(C(=O)c3cc(C)cc(C)c3)C2)nc2cccnc21 (stereo not given) | -1.5 | 9.1
C=CCn1c(=N)n(CC(=O)c2ccc(C)cc2)c2ccccc21 | -8.6 | -6.0
CSc1cc(-c2ccc(Cl)cc2)nc(-c2cccs2)c1 | -3.5 | nt
Cc1cccc(NC(=O)N2CCCC2c2cccc(F)c2)c1C (stereo not given) | -6.3 | -7.3
COCCNC(=O)c1cc2n(n1)C(C(F)(F)F)CC(c1ccc(OC)cc1)N2 (stereo not given) | -1.1 | 13.0
CC(=O)N1CC(CO)C2(CCN(C(=O)C(C)C)CC2)C1 (stereo not given) | 2.4 | 1.2
COc1ccc(CNC(=O)C2CCc3sc(C(=O)N4CCCC4)cc3C2)cc1OC (stereo not given) | -7.2 | 1.1
Cc1cc(NC(=O)C2CCc3sc(C(=O)N4CCCC4)cc3C2)ccc1F (stereo not given) | -0.8 | 3.6
Cc1oc(C2CCN(C(=O)c3cc(F)ccc3F)CC2)nc1C(=O)N1CCOCC1 | -1.5 | -5.5
Cc1nn(S(=O)(=O)c2ccc(F)cc2)c(C)c1Sc1ccc([N+](=O)[O-])cc1 | -1.1 | -4.1
O=C(/C=C/c1ccc(Cl)cc1Cl)Nc1cc2cccc([N+](=O)[O-])c2oc1=O | 8.3 | 5.0
O=C(c1ccccc1)N1CCc2c(nc(-c3ccc(F)cc3)[nH]c2=O)C1 | -2.8 | -1.7
O=C(Nc1ccc(Br)cc1)N1CCCC1c1nc(-c2ccc(F)cc2F)no1 (stereo not given) | -3.6 | -11.3
Cc1c(Cl)c([N+](=O)[O-])nn1CCCC(=O)Nc1sc2c(c1C#N)CCC2 | -5.0 | 14.0
CC(O)(CNC(=O)Cc1ccc(F)cc1)C1CC1 (stereo not given) | 0.0 | -17.4
CC1CCN(C(=O)CC2CCN(S(=O)(=O)c3ccc(Cl)s3)CC2)CC1 | 0.5 | -9.0
O=S(=O)(NC1CN(Cc2ccccc2)CC1c1ccncc1)c1ccccc1 (stereo not given) | -6.4 | 3.9
Cc1oc2c(c(C)cc3oc(=O)cc(-c4ccccc4)c32)c1C | 4.2 | -4.0
O=C(CN1CCN(c2ccccc2F)CC1)Nc1nc(-c2ccccc2)cs1 | -1.1 | 1.2
COC(=O)COc1c(C)[nH]ccc1=O | 9.1 | nt
O=C(Cc1cc(-c2ccc(F)cc2)on1)NCCc1c[nH]c2ccccc12 | -4.5 | 3.9
COc1ccc(C2C(C(=O)Nc3cc(OC)c(OC)c(OC)c3)c3ccccc3C(=O)N2C)cc1 (stereo not given) | -5.0 | 25.0

# Two entries from above, with each value named.
> C=CCn1c(=N)n(CC(=O)c2ccc(C)cc2)c2ccccc21
  Pf apPOL inh: -8.6
  mHTT CaM bind: -6.0

> CSc1cc(-c2ccc(Cl)cc2)nc(-c2cccs2)c1
  Pf apPOL inh: -3.5
  mHTT CaM bind: nt

# Later entries:
canonical_smiles | Pf apPOL inh | mHTT CaM bind
C=CCN(C(=O)c1ccccc1Cl)c1ccccc1C(=O)NCC(=O)OCC | -8.1 | nt
CCOc1ccc(NC(=O)Nc2ccc3snnc3c2)cc1 | 1.8 | 7.3
Cc1cc(Cl)ccc1NC(=O)N1CC2CC(NS(C)(=O)=O)C1C2 (stereo not given) | -5.8 | 0.4
CSc1nc2c(c(Nc3ccc4c(c3)OCCO4)n1)CCC2 | 1.4 | 33.6
C=CCOc1cc(=O)[nH]c2ccccc12 | -10.8 | nt
CCOC(=O)C1=C(CC(=O)Nc2ccc(OC)cc2)C(=O)N(c2ccc(F)cc2)C1C (stereo not given) | 1.3 | nt
O=C(O)C=CC(=O)NC1CCCC(C(F)(F)F)C1 (stereo not given) | 0.0 | -1.4
COCCSc1ccc(-n2cccn2)nn1 | -9.7 | -13.8
CC(NC(=O)c1nn2c(c1Cl)NC(c1ccccc1)CC2C(F)(F)F)c1ccccc1 (stereo not given) | -1.6 | 44.0
O=C(COc1ccc2ccccc2c1)NCC1CCN(C2CCCC2)CC1 | -5.5 | -13.9
Cc1cc(O)c(C(=O)C=CC=Cc2ccc(N(C)C)cc2)c(=O)o1 | -37.9 | 1.3
O=C(NCc1ccccn1)C1CC(c2ccccc2F)=NO1 (stereo not given) | -1.6 | -5.4
CCC1c2ccc(C)n2CCN1C(=O)Nc1ccccc1C(F)(F)F (stereo not given) | -3.1 | -1.6
O=C1N(CN2CCN(c3ccccc3F)CC2)c2ccccc2C12OCCCO2 | -7.8 | 6.0
COCC(=O)Nc1cc(F)c2nc(N3CCOCC3)ccc2c1 | 0.6 | 7.7
COCCOC(=O)C1=C(C)NC(=O)NC1C1CC=CCC1 (stereo not given) | nt | -6.7
Cc1cc(OCC(=O)O/N=C(\N)Cc2cccs2)ccc1Br | -3.8 | i
Nc1ccc(C(=O)Nc2ccc(Cl)cc2Cl)cc1 | -27.8 | 4.1
CCOc1cc(/C=C/c2nc(O)c([N+](=O)[O-])c(=O)[nH]2)cc(Cl)c1OCC | -3.5 | 16.0
CCCCNC(=O)C1CCN(c2nc3ccc(CC)cc3s2)CC1 | -2.4 | 8.0
COc1cccc(CNC(=O)c2cc3ccncc3n2C)c1 | -4.9 | -2.6
CCn1c(=O)c(N2CCN(C(=O)c3ccccc3F)CC2)nc2ccccc21 | -7.3 | -2.1
O=C(CN1C(=O)CC(c2ccccc2)=Nc2cccnc21)Nc1ccc(Cl)cc1 | 2.4 | -7.7
CCCNC(=O)c1ccc(CN2C(=O)COc3ccccc32)cc1 | 2.3 | -8.0
Cc1cccc(CN(CC(C)O)CC(C)O)c1 (stereo not given) | -3.3 | -5.0
Cc1cc(C2CCCN2C(=O)c2nn(C)cc2Cl)on1 (stereo not given) | 1.2 | -14.1
O=C(c1cc(-c2ccco2)[nH]n1)N1CC(c2nc(-c3ccccn3)no2)C1 | 33.0 | 28.8
Cc1cc(C)n(CCOc2nonc2N)n1 | -10.1 | -3.1
O=C(NCc1ccc(Cl)cc1)C(=O)Nc1ccccc1 | -3.9 | -4.9
CN(C)S(=O)(=O)c1ccc2c(c1)C(=O)c1cc(S(=O)(=O)N(C)C)ccc1-2 | -4.2 | -2.0

# Part of the list above, with two lines to a compound.
# Value order – Pf apPOL inh | mHTT CaM bind
Cc1cc(C)n(CCOc2nonc2N)n1
→ -10.1 | -3.1
O=C(NCc1ccc(Cl)cc1)C(=O)Nc1ccccc1
→ -3.9 | -4.9
CN(C)S(=O)(=O)c1ccc2c(c1)C(=O)c1cc(S(=O)(=O)N(C)C)ccc1-2
→ -4.2 | -2.0

# Look-ups from the list:
# COCCOC(=O)C1=C(C)NC(=O)NC1C1CC=CCC1 (stereo not given) in mHTT CaM bind has -6.7
# C=CCN(C(=O)c1ccccc1Cl)c1ccccc1C(=O)NCC(=O)OCC in Pf apPOL inh has -8.1

# Further compounds:
canonical_smiles | Pf apPOL inh | mHTT CaM bind
O=C(Cn1c(=O)nc(N2CCCCC2)c2ccccc21)Nc1cc(F)cc(F)c1 | -0.4 | -2.0
CCc1ccc(-c2ccc(Br)cc2)nc1 | 5.0 | -90.0
Fc1ccc(CN2CCc3nc(N4CCN(c5ccc(F)cc5)CC4)ncc3C2)cc1 | -5.8 | -0.4
N#Cc1c(NC(=O)CCC(=O)O)sc2c1CCCCC2 | -5.3 | 5.1
CCOc1ccccc1N1CCN(C(=O)C2CCCCC2C(=O)O)CC1 (stereo not given) | 2.2 | -9.7
COc1cc(NC(=O)N2CCCC2c2cc(C(C)C)on2)cc(OC)c1 (stereo not given) | 0.9 | 3.8
CC(C)(Oc1ccc(Cl)cc1)C(=O)Nc1nc2c(s1)COCC2 | -2.3 | -0.6
CCN1C(=O)C(CC(C)C)NC12CCN(C(=O)c1ccccc1Cl)CC2 (stereo not given) | -3.4 | 5.7
Cc1ccc(NC(=O)COc2ccc([N+](=O)[O-])cc2)cc1C | 3.5 | -9.7
O=C(Nc1cccc(F)c1C(=O)Nc1ccc(F)c(Cl)c1)c1cccs1 | 7.2&-13.3 | nt
CCN(C)C(=O)c1ccccc1N1CCC(NC(=O)c2ccccc2C)CC1 | -6.2 | -3.3
O=C(CSc1nc2ccc([N+](=O)[O-])cc2s1)N1CCCCC1 | -10.7 | 0.3
c1cnc2sc(-n3cccc3)nc2c1 | -13.3 | nt
CCCCC1CCC(C(=O)Nc2c3c(nn2-c2ccccc2C)CS(=O)C3)CC1 (stereo not given) | -3.3 | 46.0
CC(=O)C1=C(O)C(=O)N(CCN2CCNCC2)C1c1cccc([N+](=O)[O-])c1 (stereo not given) | 1.2 | -2.9
CN(C)CC(O)CN(c1ccccc1)S(=O)(=O)c1ccccc1 (stereo not given) | 5.2 | -2.2
CCCCCNC(=O)C1CCCN(c2ncc(-c3ccc(F)cc3)cn2)C1 (stereo not given) | -4.7 | -5.8
CCC/C=C/c1ccc(CN2C(CC(C)C)C(=O)N(Cc3cn(CCC4OCCO4)nn3)CCS2(=O)=O)cc1 (stereo not given) | -4.1 | 13.8
Fc1ccc(NCc2cccnc2)cc1F | 1.2 | 3.3
Cc1ccccc1CC(=O)N1CCN(c2nc3ccccc3n(C)c2=O)CC1 | -5.0 | 2.7
Cc1nnc(NC(=O)c2cc(S(=O)(=O)N3CCCCC3)ccc2Cl)s1 | -2.0 | -1.2
CCc1ccc(NC(=O)CN2CCc3ccccc3C2C(=O)N2CCCC2)cc1 (stereo not given) | -4.7 | 26.4
COc1ccc(C(=O)N2CCN(C(=O)COc3cccc(C)c3)CC2)cc1 | 8.7 | 7.3
Cc1nc2cccc(-c3cc(-c4ccccc4O)[nH]n3)c2o1 | -6.3 | 67.0*
O=C(CC(C(=O)N1CCc2ccccc21)n1ccnc1)NCCc1ccccc1 (stereo not given) | -6.5 | -7.0
O=C(O)CCCNc1ccc(S(=O)(=O)Nc2ccccc2C(=O)O)cc1C(=O)O | -2.5 | 1.5
CC(=O)c1sc(-c2ccsc2)nc1C | -1.7 | nt
CCCCN1CCN(C(=O)c2cn3cc(Cl)ccc3n2)CC1 | -8.6 | -1.9
Cc1c(C(=O)CSc2n[nH]c(=O)n2-c2cccnc2)sc2ccc(Cl)cc12 | -11.1 | nt
CCCC(C)NC(=O)c1cccc(I)c1 (stereo not given) | -6.2 | -23.9

# Next compounds.
canonical_smiles | Pf apPOL inh | mHTT CaM bind
O=C(CSc1ncccn1)NCc1cc(-c2ccc3c(c2)OCCO3)on1 | -3.3 | -3.3
CC(C(=O)NCCN1CCCCC1)C1CCN(S(=O)(=O)c2ccc(Cl)s2)CC1 (stereo not given) | -3.0 | -6.3
CCOC(=O)N1CCN(C(=O)c2ccccc2NC(=O)COc2ccccc2C)CC1 | -1.2 | 1.0
CC(C)c1cc(C2CCCN2C(=O)Cn2nc(C(F)(F)F)c3c2CCCC3)no1 (stereo not given) | 1.3 | 13.1
CCN1C(=O)C(CC(=O)NCc2ccccc2)Sc2ncccc21 (stereo not given) | -1.4 | -3.5
c1ccc(-c2ccc(CN3CCSCC3)cc2)cc1 | 4.2 | 3.8
O=C(Nc1cc(O)ccc1C(=O)O)c1cccc(Br)c1 | 4.2 | -2.6
N#Cc1c(N)nc2c(c1-c1ccco1)CCCC2 | 1.8 | -7.2&-0.6
Cc1ccc(S(=O)(=O)N2CCC(Oc3ccc(-n4cnnn4)cc3)CC2)cc1 | -10.5 | -7.8
O=C(CSCCS(=O)(=O)c1ccccc1)NNC(=O)c1ccccc1Cl | 9.2&-4.2 | nt
CC(C)(C)NC(=O)Nc1ccc(N2CCN(Cc3ccccc3F)CC2)nc1 | -5.6 | 4.2
Cn1c(=O)n(C)c2cc(S(=O)(=O)O)ccc21 | 0.0 | 4.0
O=C(c1cn(-c2ccc(F)cc2)nn1)N1CCCCCC1 | -4.7 | -1.0
Cc1cc(N2CCCCC2)nc(NCCNS(=O)(=O)c2ccccc2C(F)(F)F)n1 | -9.6 | -6.7
Cc1nnc(SCC(=O)Nc2nccs2)[nH]c1=O | nt | -9.5
CCC(=O)NCc1csc(C2CCN(S(=O)(=O)c3ccc(C)c(C)c3)CC2)n1 | -4.3 | 7.0
O=C(NCc1ccccc1)c1cccc(NC(=O)C2CCC2)c1 | -1.2 | -6.0
COc1ccc(CCNC(=O)C2CCc3nc(N4CCC(C)CC4)ncc3C2)cc1OC (stereo not given) | 0.4 | 9.0
COc1ccc2cc3cc(C(=O)N4CCC(C(N)=O)CC4)sc3nc2c1 | -8.0 | 0.0
O=C(c1ccc(OCC2CCN(C(=O)c3ccc(F)c(F)c3)CC2)cc1)N1CCCCC1 | -2.8 | -2.9
COc1cc(OC)c(NC(=O)COc2cc(C)ccc2C)cc1Cl | -5.7 | -7.1
CC(C)(C)CC(=O)Nc1ccc2ncnc(N3CCCC3)c2c1 | 3.6 | 7.6
CC(C)OC(=O)Cc1csc(-c2ccc(Oc3ccc(C(F)(F)F)cn3)cc2)n1 | -6.4&-3.5 | nt
CN(Cc1ccccc1)C(=O)c1cn2c(n1)CCCC2 | 2.2 | 14.5
